Cycloheximide cs – counter-screen for Shiga toxin inhibitors: cycloheximide protein synthesis inhibition; max response, %; cell reporter, cycloheximide protein synthesis inhibition counterscreen; 12% of 300,000 active; AID 2314; in the data active = max response mostly above about 13%, no sharp cut-off; inactive = mostly below about 14%; note: read at 38.3 µM for the half of the compounds with a filed dose; 0% is about no effect
Sm TGR block – blocks Schistosoma mansoni thioredoxin glutathione reductase | 3% of 360,000 active | Q962Y6 | Potency, µM (doses to about 114 µM), for inactives: top-dose activity change, negative = inhibition, hits mostly inhibitors | purified TGR, DTNB reduction, TNB absorbance 405 nm; note: potency is the fitted concentration of half-maximal effect; % is set by controls: 0 for no effect and ±100 for the full control effect; nearly all actives have a fitted effect of over 60% in size
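TGR 20 nM + NADPH 100 uM (dispensed conc.), cpd preinc 15 min RT; start with NADPH (500 uM addition) then DTNB (15 mM addition). Kinetic TNB absorbance, 405 nm filter. Four-parameter Hill fit across titration.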
Pf growth 48h – inhibits P. falciparum growth in the first generation, 48 h; P. falciparum luciferase growth in erythrocytes, 48 h; 5.9% of 310,000 active; Potency, µM (top dose mostly 28.7 µM), inactives show at the highest dose activity change, negative = inhibition, most hits filed as inhibitors; note: potency is the fitted concentration of half-maximal effect; % is set by controls: 0 for no effect and ±100 for the full control effect
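Firefly luciferase activity from engineered P. falciparum reports growth; inhibitors lower the luminescent signal. Cultures contained 2% hematocrit erythrocytes at 0.1% final parasitemia.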
Pf growth 96h – P. falciparum growth inhibition at 96 hour, primary screen for plastid delayed-death inhibitors; P. falciparum luciferase reporter growth, 96 h; Potency, µM (highest dose often 28.7 µM), for inactives: at the highest dose activity change, negative = inhibition, hits mostly inhibitors; 6.9% of 320,000 active; AID 504834; note: potency is the fitted concentration of half-maximal effect; % is set by controls: 0 for no effect and ±100 for the full control effect
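Readout is luminescence from an integrated firefly luciferase in P. falciparum. Red cells, 2% hematocrit and 0.05% parasitemia final, were cultured with compound through two parasite generations (96 hours) at 37 C, 5% CO2.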
Shiga inhibitor – blocks Shiga toxin action in Vero cells | inhibition, % at 38.7 µM | 9.2% of 290,000 active | Vero cells, Shiga toxin protein synthesis inhibition reporter; in the data active = inhibition mostly above about 28%, no sharp cut-off; inactive = mostly below about 43%; note: 0% is about no effect
Giardia FBPA inh – inhibitors of Giardia lamblia fructose-1,6-bisphosphate aldolase | purified Giardia FBPA | Potency, µM (top dose mostly 59.6 µM), for inactives: top-dose activity, negative = inhibition, hits mostly inhibitors | 0.71% of 290,000 active; note: potency is the fitted concentration of half-maximal effect; % is set by controls: 0 for no effect and ±100 for the full control effect; nearly all actives have a fitted effect of over 55% in size
Target sequence (A8B2U2 whole entry, looked up): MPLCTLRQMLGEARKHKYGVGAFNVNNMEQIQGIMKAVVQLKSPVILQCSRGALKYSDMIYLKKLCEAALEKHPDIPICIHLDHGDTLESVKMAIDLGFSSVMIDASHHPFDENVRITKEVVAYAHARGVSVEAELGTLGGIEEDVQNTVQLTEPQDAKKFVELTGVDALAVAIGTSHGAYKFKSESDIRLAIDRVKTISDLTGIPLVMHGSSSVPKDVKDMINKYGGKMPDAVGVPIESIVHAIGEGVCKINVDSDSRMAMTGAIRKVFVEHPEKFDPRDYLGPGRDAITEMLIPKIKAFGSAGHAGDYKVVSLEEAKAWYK
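40 nM FBPA preincubated 10 min at RT with compound (up to 57.5 uM final), then substrate plus GAPDH/TPI/NAD/arsenate coupling and diaphorase/resazurin added. Fluorescence read after 20 min at RT, 525/598 nm.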
Starred values were filed as active, the others as inactive; ? = inconclusive; nt = not tested or not shown; [ ] = dose if it differs, or a comment. Unless noted, calls come from the whole dose curve; as a rule, active = well fitted curve in the direction sought with a large enough effect; inconclusive = small, poorly fitted or top-dose-only effect, or another doubt; inactive = no such curve, though single readings can be large; an effect the other way counts as inactive or inconclusive.

SMILES	Cycloheximide cs	Sm TGR block	Pf growth 48h	Pf growth 96h	Shiga inhibitor	Giardia FBPA inh
COc1cccc(NC(=O)c2cc3c(=O)n4ccccc4nc3n(CC(C)C)c2=N)c1	-2	4%	?	?	-12	6%
Cc1ccc2nc(SCC(=O)Nc3cc(C)on3)c(C)cc2c1	2	-1%	21%	?	-4	-8%
CS(=O)(=O)c1ccc(NC(=O)CCN2C(=O)NC3(CCCC3)C2=O)cc1	nt	-3%	1%	-5%	nt	nt
C(=N\C(/N=C/c1ccco1)c1ccco1)/c1ccco1	8	-9%[11.4 µM]	nt	nt	28	-21%
O=C(Oc1cccc(NC(=O)c2ccco2)c1)c1ccc(Br)c(S(=O)(=O)N2CCCCC2)c1	14	-8%	36%[activator]	nt	63	1%
CC(=O)Nc1ccc2nc(-c3cccn3C)[nH]c2c1	17*	-2%	70%[activator]	14%	nt	-1%
CC[C@H](C)[C@H](NC(N)=O)C(=O)NCCc1ccc(OC)c(OC)c1	-2	18%	16%	10%	3	5%
CCN1CCc2[nH]c3ccccc3c2C1	-4	-14%	?	?	-13	-3%
CC(=O)N1CC23C=CC(CC2CC12CCCCCC2)O3 (stereo unspecified)	10	10%	-2%	?	-2	8%
CCS(=O)(=O)N1CCC(C(=O)NCc2cccc(OC)c2)CC1	-2	4%	3%	-2%	-22	1%
CCNC(=O)COC(=O)C1C(C(=O)OCC)=C(C)NC(C)=C1C(=O)OCC	-3	-8%	-3%	nt	-16	1%
O=C1CSC(=S)N1/N=C/c1c(F)cccc1F	9	8.9µM*	-6%	40%[activator]	-4	-7%
COc1ccc(/C(N)=N/OC(=O)CSc2ccc(C)cc2)cc1OC	1	11%	nt	?	-16	-6%
CC(=O)Nc1ccc(CN(C)CC2CCCN(CCc3cccc(C(F)(F)F)c3)C2)cc1 (stereo unspecified)	-1	2%	4.1µM*	?	-6	0%
CCCNCc1cc(Br)ccc1OCC(=O)NCCc1ccccc1	-6	-4%	13µM*	12µM*	-8	0%
COc1ccc(CNS(=O)(=O)c2ccc(OC)cc2)cc1	0	5%	8%	-3%	-32	2%
CSCc1c(C(=O)Nc2ccc3c(c2)OCO3)oc2ccccc12	19*	-2%	6%	25%	60*	-10%
CC(NC(=O)c1cncc(Br)c1)c1ccc(S(N)(=O)=O)cc1 (stereo unspecified)	-4	7%	11%	?	-21	4%
O=C(CNC(=O)C1CCCCC1)Nc1cc(Cl)ccc1Cl	-7	-16%	?	2%	10	6%
O=C1C2CCCN2C(c2ccc(F)cc2)N1c1cccc(Cl)c1 (stereo unspecified)	-3	3%	nt	?	-3	6%
Cc1noc(C)c1C(=O)N1CCN(Cc2ccccc2)CC1	-8	-1%	nt	24%	-19	2%
COc1ccccc1N(Cc1ccccc1)S(=O)(=O)c1cccc(C(=O)Nc2ncccc2C)c1	nt	14%	12µM*	?	nt	nt
C=CCn1c(O)c(C(C)=NCCCN(C)C)c(=O)[nH]c1=O	0	2%	11%	17%	-2	1%
NC(=O)c1nsc(C(=O)N(Cc2cccnc2)C(C(=O)NCc2ccccc2)c2ccc(O)cc2)c1N (stereo unspecified)	-8	-6%	?	?	-2	4%
CCOC(=O)c1c(C)[nH]c(C)c1C(=O)COC(=O)c1cccc(S(=O)(=O)N(CC)CC)c1	-2	-4%	15µM*	9.3µM*	-14	nt
CSc1ccc(NC(=O)NCc2ccccc2)cc1	44*	1%	40%[activator]	118%[activator]	91*	-2%
Cc1csc(NC(=O)CCC(=O)N(CC(=O)NC2CCCC2)Cc2ccccc2)n1	-5	8%	-13%	3%	15	-5%
Cc1ccc(CNn2cnnc2SCc2ccc(F)cc2)cc1	-1	-1%	-22%	?	-3	0%
COc1ccc(-c2csc3ncnc(N4CCN(c5ccccc5O)CC4)c23)cc1	9	0%	19%	-15%	-9	nt
O=C(NCCCN1CCCC1)C1CCC(=O)N1C1CCCCC1 (stereo unspecified)	-8	-17%	30%[activator]	7%	-20	-20%
COc1ccc(NC(=O)Nc2ccccc2F)cc1Cl	32*	11%	497%[activator]	?	99*	0%
COc1ccc(C(=O)O)cc1S(=O)(=O)N(C)CCc1ccccn1	1	0%	4%	16%	-3	2%
O=C(Cn1cc2c(n1)CCCC2)Nc1ccccc1Br	5	2%	nt	31%[activator]	11	1%
CN1CCN(C(=O)C2CCC(C)(C(=O)O)C2(C)C)CC1 (stereo unspecified)	0	-2%	8%	31%[activator]	12	0%
COc1ccccc1C1CCN(Cc2ccccc2Cl)CC1	-5	20%	nt	-20%	2	1%
Cc1ccc(-c2cc(C(=O)NCCN3CCOCC3)no2)cc1	15*	3%	52%[activator]	nt	25*	-1%
CCc1cccc(CC)c1NC(=O)CSc1nnc(CCC(=O)O)c(=O)[nH]1	6	-16%	29%	141%[activator]	-3	2%
CC1COc2ccccc2N1C(=O)c1ccc(F)cc1 (stereo unspecified)	-5	-5%	11%	3%	-4	9%
Cc1nn(-c2ccccc2)c2sc(C(=O)OCN3C(=O)c4ccccc4C3=O)cc12	-3	1%	12%	-8%	-9	2%
Cc1cc(N/N=C(/CCC(=O)O)C(=O)O)nc2ccccc12	-2	-14%	0%	1%	-1	16µM*
CCc1cccc(NC(=O)C2CCN(S(=O)(=O)c3ccc4c(c3)CC(C)N4C(C)=O)CC2)c1 (stereo unspecified)	-1	-11%	?	5%	-2	-3%
CC(=O)NC(CC(=O)NCCc1ccccc1)c1ccccc1 (stereo unspecified)	6	0%	14%	-11%	-2	nt
Cn1nc(C(=O)N2CCOCC2)c2ccccc2c1=O	-4	3%	nt	3%	22	0%
Cc1cccn2cc(CCNS(=O)(=O)c3cccs3)nc12	21*	4%	14%	21%	53	-6%
CSc1nc(=S)n(-c2cc(C)ccc2C)c(C)c1C(C)=O	-2	0%	-10%	27%	19	?
COc1ccc(CCNC(=O)CCn2c(=O)[nH]c3cc(OC)c(OC)cc3c2=O)cc1OC	-4	-30%	?	3%	7	-9%
O=C(CCc1ccc(S(=O)(=O)NCCc2ccccc2)cc1)N1CCN(Cc2ccc3c(c2)OCO3)CC1	-7	-3%	nt	?	-45	0%
NCCNC(=O)c1c(O)c2cccc3c2n(c1=O)CCC3	-3	-1%	-8%	0%	-10	-15%
COc1ccc(/C(O)=C2\C(=O)C(=O)N(CC3CCCO3)C2c2cc(OC)ccc2OC)cc1 (stereo unspecified)	-1	0%	nt	nt	-10	5%
Cc1ccc(-c2cc(-c3ccccc3C)[nH]n2)c(O)c1	40*	6%	-24%	-98%	42*	-5%
CC(=O)n1cc([C@@H]2C=C(C(=O)NCc3ccccc3)O[C@H](OCc3ccc(CO)cc3)C2)c2ccccc21	4	50µM*	12µM*	5.2µM*	7	?
O=C(CSCc1ccc(F)cc1)Nc1ccccc1C(=O)N1CCOCC1	-6	1%	15%	3%	-11	0%
COc1ccc(N2CCN(CCNC(=O)c3ccc(NC(=O)C4CCCO4)cc3)CC2)cc1 (stereo unspecified)	-2	0%	-3%	?	7	5%
COc1ccc(-n2ncc3c2CC(C)(C)CC3NC(=O)CN2CCOC2=O)cc1 (stereo unspecified)	-3	0%	18%	?	2	nt
CC1Cc2ccccc2N1C(=O)COC(=O)c1ccc(S(=O)(=O)N(C)C)cc1 (stereo unspecified)	1	?	2%	1%	-9	5%
CCN(CC(=O)Nc1c(F)cccc1F)C(=O)CCNS(=O)(=O)c1ccccc1C(F)(F)F	nt	-1%	?	-6%	nt	nt
O=C(CCC1CCCN(Cc2ccncc2)C1)NCc1ccc(F)c(F)c1 (stereo unspecified)	-1	nt	-12%	?	-2	6%
CCOC(=O)N/N=C\c1ccc([N+](=O)[O-])o1	-3	-29%	?	8.3µM*	-4	-5%
CCN1CCN(C(=O)CCCn2c(C)c3cnn(-c4ccccc4)c(=O)c3c2C)CC1	-8	?	nt	2.6µM*	-8	-1%
COc1ccccc1OCC(=O)NNC(=O)C(=O)N1CCCC1	5	-9%	13%	67%[activator]	14	-1%

The list goes on:
SMILES	Cycloheximide cs	Sm TGR block	Pf growth 48h	Pf growth 96h	Shiga inhibitor	Giardia FBPA inh
Clc1cccc(Cl)c1CNCCCSc1ncccn1	7.1*	7%	-11%	-27%	9	?
COc1ccccc1C(C(=O)NCc1ccccc1)N(C(=O)c1csnn1)C1CC1 (stereo unspecified)	-2	-2%	-7%	-5%	-9	3%
CCCNC(=S)Nc1cc2oc3ccccc3c2cc1OC	20	-8%	?	3.3µM*	15	nt
Cc1nnc(SCC(=O)Nc2sc3c(c2C(N)=O)CCCC3)[nH]c1=O	-2	-22%	8%	-3%	17	6%
CN1CSC2=C(C#N)C(c3cccc(OCc4ccccc4)c3)CC(=O)N2C1 (stereo unspecified)	1	0%	nt	?	-15	?
COc1ccc(N2C(=O)NC(=O)C(CCc3ccncc3)(CCc3ccncc3)C2=O)cc1	0	0%	-1%	-20%	8	-1%
CC(C)(C)c1ccc(S(=O)(=O)n2c(CN3CCOCC3)nc3ccccc32)cc1	6	0%	nt	-1%	-1	-6%
COc1ccc(Cc2nnc(SCC(=O)Nc3c(C)cccc3C)[nH]c2=O)cc1	nt	1%	0%	24%	nt	nt
CSc1ccc(CNC(=O)C2Cc3cc(S(=O)(=O)N4CCCCC4)ccc3N2C(C)=O)cc1 (stereo unspecified)	6	-3%	-22%	15µM*	13	nt
Cc1cc(-c2cc(N)n(-c3ccccc3)n2)c(C)n1C1CCCC1	36*	6%	?	34%[activator]	40*	-22%
COCc1cc(Sc2cccc(Cl)c2Cl)nc(-c2ccccc2)n1	-4	18%	?	12µM*	-12	3%
Cc1noc(C)c1C(=O)N(CC(C)C)c1nc2ccccc2s1	8	4%	-26%	?	10	nt
C=CCOc1c(/C=N\NC(N)=O)cccc1OC	1	-10%	?	30%[activator]	-3	-3%
CCCOC(=O)c1cccc(NC(=O)c2cccnc2)c1	-2	12%[11.4 µM]	nt	0%	-10	0%
CCC(C)(C)NC(=S)Nc1ccc(-c2nc3ccc(C)cc3s2)cc1	44*	-6%	204%[activator]	288%[activator]	82*	3%
COc1ccc(NC(=O)CC2C(=O)N(Cc3ccco3)C(=S)N2C(C)C)cc1 (stereo unspecified)	-2	?	?	1%	15	1%
Cc1cccc(OCCC(=O)OC(C)C(=O)Nc2ccc(Cl)cn2)c1 (stereo unspecified)	nt	2%	3%	33%[activator]	nt	nt
CCN(CC(=O)NCc1ccc(F)cc1)C(=O)C1CCN(C(=O)Nc2ccccc2)CC1	13*	-2%	-11%	nt	58	1%
COc1ccccc1CCn1c(N)c(C#N)c2nc3ccccc3nc21	2	-9%	9.3µM*	?	9	-16%
CC(C)N(Cc1nc(-c2ccccc2)no1)C(=O)C(C)(C)C	10	2%	37%[activator]	nt	8	4%
O=C(CN1CCC(C(=O)c2ccc(F)cc2)CC1)Nc1ccccc1	-2	6%	?	?	-13	6%

6 entries from above, with values under each structure:
Each structure is followed by: Cycloheximide cs	Sm TGR block	Pf growth 48h	Pf growth 96h	Shiga inhibitor	Giardia FBPA inh
CCC(C)(C)NC(=S)Nc1ccc(-c2nc3ccc(C)cc3s2)cc1
  44*	-6%	204%[activator]	288%[activator]	82*	3%
COc1ccc(NC(=O)CC2C(=O)N(Cc3ccco3)C(=S)N2C(C)C)cc1 (stereo unspecified)
  -2	?	?	1%	15	1%
Cc1cccc(OCCC(=O)OC(C)C(=O)Nc2ccc(Cl)cn2)c1 (stereo unspecified)
  nt	2%	3%	33%[activator]	nt	nt
CCN(CC(=O)NCc1ccc(F)cc1)C(=O)C1CCN(C(=O)Nc2ccccc2)CC1
  13*	-2%	-11%	nt	58	1%
COc1ccccc1CCn1c(N)c(C#N)c2nc3ccccc3nc21
  2	-9%	9.3µM*	?	9	-16%
CC(C)N(Cc1nc(-c2ccccc2)no1)C(=O)C(C)(C)C
  10	2%	37%[activator]	nt	8	4%

Screening results as filed in PubChem.
